JMJD2C inh – blocks human GASC-1 demethylase activity; 330,000 compounds, 0.069% hits; GST-JMJD2C(1-420) H3K9me3 demethylation, DELFIA europium; inhibition, % at 2.35 µM;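 active = more than half of a compound's replicate wells show inhibition beyond 50%, single wells judged on their own value; inconclusive = some, but no more than half, of replicates pass 50% inhibition; inactive = no replicate passes 50% inhibition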;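 note: signal counts dimethyl H3K9 product captured on neutravidin plate; 0% = median of DMSO wells and 100% = 0.3 times that DMSO median; strong numbers were not always called active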
Target sequence (Q9H3R0 1-420 limits assumed): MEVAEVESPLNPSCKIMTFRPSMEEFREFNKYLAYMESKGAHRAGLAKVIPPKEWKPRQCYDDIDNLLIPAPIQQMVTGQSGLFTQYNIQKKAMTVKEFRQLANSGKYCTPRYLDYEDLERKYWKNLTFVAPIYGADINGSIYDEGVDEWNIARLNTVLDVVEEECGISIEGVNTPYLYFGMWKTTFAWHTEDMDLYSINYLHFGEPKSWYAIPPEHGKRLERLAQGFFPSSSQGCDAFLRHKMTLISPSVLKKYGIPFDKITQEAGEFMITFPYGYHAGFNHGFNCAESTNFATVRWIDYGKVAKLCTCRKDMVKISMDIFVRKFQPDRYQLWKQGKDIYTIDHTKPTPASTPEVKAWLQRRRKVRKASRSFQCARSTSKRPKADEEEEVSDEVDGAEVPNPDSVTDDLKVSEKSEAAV
LAP4-GFP MLPCN – alters LAP4-GFP fluorescence in TOR pathway yeast screen. S. cerevisiae LAP4-GFP multiplex, flow cytometry GFP, 3 h; median GFP as percent of DMSO wells. GFP response vs DMSO, % at 10 µM. 320,000 compounds, 0.34% hits;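 active = GFP response vs DMSO above a set limit, about the screen mean plus 3 SD, cut at about 150% in these data; inconclusive = under 70 cell events counted for the yeast strain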
GRK2 aptamer HTS – inhibitors of human GRK2 displacing RNA aptamer | inhibition of aptamer binding, % at 10 µM | 330,000 compounds, 0.59% hits | P25098 | bead flow cytometry, FAM-aptamer displacement from GRK2;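 active = inhibition of aptamer binding above 40%, roughly 3 SD of noise, on plates passing a quality check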;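 note: median bead fluorescence of bound FAM aptamer so fluorescent compounds give negative values; no value below 0 was filed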
Target sequence (P25098 whole entry, looked up): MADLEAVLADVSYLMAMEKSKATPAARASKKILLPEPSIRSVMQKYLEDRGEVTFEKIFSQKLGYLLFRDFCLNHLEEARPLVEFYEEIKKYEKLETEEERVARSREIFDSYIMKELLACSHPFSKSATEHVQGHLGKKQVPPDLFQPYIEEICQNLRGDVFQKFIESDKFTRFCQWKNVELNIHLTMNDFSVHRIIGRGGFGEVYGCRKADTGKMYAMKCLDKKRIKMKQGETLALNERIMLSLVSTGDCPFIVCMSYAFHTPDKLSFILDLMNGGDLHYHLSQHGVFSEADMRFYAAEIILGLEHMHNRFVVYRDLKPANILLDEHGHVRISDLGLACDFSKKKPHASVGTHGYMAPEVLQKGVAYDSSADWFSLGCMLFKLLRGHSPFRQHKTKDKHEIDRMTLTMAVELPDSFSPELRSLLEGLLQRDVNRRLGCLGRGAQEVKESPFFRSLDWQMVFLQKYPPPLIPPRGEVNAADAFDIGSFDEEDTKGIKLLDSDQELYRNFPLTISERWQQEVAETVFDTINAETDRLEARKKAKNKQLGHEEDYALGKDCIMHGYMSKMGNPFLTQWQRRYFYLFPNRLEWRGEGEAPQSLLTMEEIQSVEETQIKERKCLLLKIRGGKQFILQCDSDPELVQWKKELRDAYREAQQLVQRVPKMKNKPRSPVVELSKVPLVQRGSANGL
RPL19A TOR yeast – modulators of TOR pathway RPL19A-GFP in S. cerevisiae. S. cerevisiae RPL19A-GFP strain, flow cytometry, 3 h; stronger effect = lower value. percent response vs DMSO, % at 10 µM. 330,000 compounds, 0.3% hits;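 active = percent response vs DMSO below 50%; inconclusive = fewer than 70 events counted for the yeast strain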;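 note: median channel GFP fluorescence of the barcoded RPL19A-GFP strain; ratio of sample median GFP to plate DMSO average so 100% = DMSO; lower means less RPL19A-GFP as with rapamycin TOR inhibition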
VLA-4 inh – inhibition in a human VLA-4 binding assay; VLA-4 expressing cells, ligand binding flow cytometry; inhibition, % (about 7 µM as worked out from the volumes in the protocol); 330,000 compounds, 0.2% hits; AID 2557; in the data active = inhibition above about 50%
AGP1-GFP MLPCN – alters AGP1-GFP fluorescence in TOR pathway yeast screen; S. cerevisiae AGP1-GFP multiplex flow cytometry, 3 h; GFP as percent of DMSO wells; GFP response vs DMSO, % at 10 µM; 320,000 compounds, 0.02% hits; AID 2066;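 active = GFP response relative to DMSO above a set limit, near screen average plus 3 SD, cut at about 150% in these data; inconclusive = fewer than 70 cells counted for the yeast strain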;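 note: median GFP channel fluorescence of the gated AGP1 strain per well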
CIT2 TOR yeast – yeast TOR pathway CIT2-GFP modulation; S. cerevisiae CIT2-GFP strain, flow cytometry, 3 h; 100 means same as DMSO wells; GFP response vs DMSO, % at 10 µM; 320,000 compounds, 0.065% hits;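 active = GFP response relative to DMSO above a set limit, near the screen mean plus 3 SD, cut at about 150% in these data; inconclusive = Fewer than 70 cells measured for a yeast strain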;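 note: ratio of well median GFP fluorescence to mean of DMSO wells on the plate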
MEP2 TOR yeast – yeast TOR pathway MEP2-GFP modulation; S. cerevisiae MEP2-GFP strain, flow cytometry GFP, 3 h; 100% = DMSO control level; GFP response vs DMSO, % at 10 µM; 330,000 compounds, 0.51% hits;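 active = GFP response versus DMSO above a set limit, roughly screen mean plus 3 SD, cut at about 180% in these data; inconclusive = fewer than 70 cells counted for a yeast strain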;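 note: median GFP fluorescence of the barcode-gated MEP2-GFP cells per well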
An asterisk follows results filed as active; ? = inconclusive; . = not tested or not shown; [ ] = remark or other dose. This is a random part of the collection; overall some 1.7% were active at least once.

SMILES	JMJD2C inh	LAP4-GFP MLPCN	GRK2 aptamer HTS	RPL19A TOR yeast	VLA-4 inh	AGP1-GFP MLPCN	CIT2 TOR yeast	MEP2 TOR yeast
COc1ccc(C)cc1NCc1ccc(OC)c(C)c1OC	14	85	0	93	17	86	87	89
O=C(NCCc1ccccc1)C(=O)Nc1ccc2c(c1)OCCO2	-9	113	2	97	-11	99	88	99
Cc1cn([C@H]2C[C@H](N=[N+]=[N-])[C@@H](CO)O2)c(=O)[nH]c1=O	-12	104	0	97	7	89	87	97
CC(C)CCn1c(Cl)nc2c1c(=O)n(C)c(=O)n2C	-6	105	0	99	6	97	98	93
CCOC(=O)c1c(S(=O)(=O)Nc2ccc(F)cc2C)c(C)n(C)c1C	20	92	15	94	1	93	97	100
O=C(CNS(=O)(=O)c1ccc(Br)s1)NCc1ccc(F)cc1	4	102	12	102	-5	103	105	100
CC1=NN(C(=O)CCc2ccccc2O)C(O)(C(F)(F)F)C1 (stereo not drawn)	-8	101	0	98	-39	105	101	104
CC(C)CCC1=NN(C(=O)c2ccco2)C(O)(C(F)(F)F)C1 (stereo not drawn)	2	94	2	100	10	103	103	98
O=C(Nc1cccc(-c2nc3ccccc3c(=O)o2)c1)c1ccccc1	5	97	5	97	4	96	83	95
Nc1c(C=C2C=CC(=O)C=C2)c(=O)nc2sc(CC(=O)N3CCCCC3)nn12	1	102	27	103	-9	106	108	105
COc1ccc(NC(=O)c2ccc(C)cc2Cl)c([N+](=O)[O-])c1	0	103	0	96	-1	97	91	104
Oc1ccc(Cl)cc1CNCc1ccc(F)cc1	-1	95	1	100	-4	103	100	104
CN1CCN(C(=O)CCn2nc(-c3ccccc3)c3ccccc3c2=O)CC1	1	88	1	88	-3	88	93	95
CCCCOC(=O)C[N+](C)(C)CCOC1CC2CCC1(C)C2(C)C (stereo not drawn)	3	105	0	102	-7	105	105	105
COc1ccc(CC(=O)Nc2cccc(C(=O)O)c2C)cc1	-4	90	0	90	48	91	92	90
OC(CNCCNc1ncccc1C(F)(F)F)Cn1ccc2ccccc21 (stereo not drawn)	6	98	0	94	7	92	93	94
CN(C)CCCNc1c2ccccc2nc2ccccc12	16	82[may fluoresce violet]	17	86[may fluoresce violet]	10	20[may fluoresce violet]	?	174[may fluoresce violet]
O=C(CSc1nnc(-c2cccnc2)o1)Nc1ccc(Br)cc1	5	101	0	104	18	104	99	98
Cc1ccc(Cl)cc1N1CCN(S(C)(=O)=O)CC1	25	101	0	99	18	100	95	102
COc1cccc(C(=O)Oc2ccc3c(C)cc(=O)oc3c2C(C)=O)c1	5	95	1	92	4	88	80	108
COC(=O)c1sccc1S(=O)(=O)NC(C)c1cnn(-c2ccc(OC)cc2)c1C (stereo not drawn)	14	106	1	98	-2	99	99	97
C=CCOc1ccccc1CN1CCC(CO)(CCOc2ccccc2)CC1	-4	102	0	100	11	103	100	97
CCOC(=O)c1sc(NC(=O)CN2C(=O)NC3(CCCCCCC3)C2=O)c(C(=O)OCC)c1C	-1	111	0	97	4	96	86	92
COc1ccc(C2=NOC(Cn3nc(-c4ccccc4)cc3C(=O)NCc3cccc(Br)c3)C2)cc1 (stereo not drawn)	.	108	0	104	12	111	98	104
CCS(=O)(=O)N1CCC(NC(=O)c2cc(OC)cc(OC)c2)CC1	-13	112	0	100	-7	107	103	107
COC(=O)c1[nH]c2ccc(C)cc2c1NC(=O)c1ccccc1[N+](=O)[O-]	-11	101	1	99	0	98	110	103
CCOC(=O)C(C)Oc1ccc(NC(=O)C(Cl)Cl)cc1 (stereo not drawn)	-26	111	0	96	-20	102	94	93
COc1ccc(C(=O)N2CCN(c3ccc(C(C)=O)cc3F)CC2)cc1S(=O)(=O)NC1CC1	-8	94	0	89	6	93	89	94
CC(C)Cn1c(=O)c2c(nc3n2CCCN3Cc2ccccc2)n(C)c1=O	11	93	0	107	-14	98	101	114
Cc1ccc(C)c(OCCn2cc(/C=C(/C#N)C(=O)NCC3CCCO3)c3ccccc32)c1 (stereo not drawn)	-7	104	0	99	-2	117	84	98
Cc1ccc(OCc2n[nH]c(=S)n2-c2ccccc2)cc1C	-9	101	0	98	1	108	106	100
Cc1cc(C)c2sc(N(CCN(C)C)C(=O)CCS(=O)(=O)c3ccccc3)nc2c1	-5	105	0	92	-22	103	110	82
COc1ccc2[nH]c(C)c(C(=O)CN3CC(C)OC(C)C3)c2c1 (stereo not drawn)	15	84	1	97	-1	.	97	83
O=C1CN=C(Nc2ccc(Cl)cc2)N1c1ccccc1	-2	92	0	87	-18	96	108	99
NC(=O)Nc1ccc(C(=O)OCC(=O)Nc2cccc(S(=O)(=O)NC3=NCCCCC3)c2)cc1	3	105	1	98	-15	107	102	96
CCN(C[C@H]1N[C@@](CC)(C(=O)OC)[C@H]2C(=O)N(Cc3ccccc3)C(=O)[C@@H]12)C(=O)c1ccc(F)cc1	13	96	1	97	38	105	100	98
Cn1cccc1Cc1nnc(SCC(=O)Nc2ccc3c(c2)OCO3)n1-c1ccc(F)cc1	-10	97	0	100	1	104	104	102
O=C(O)c1ccc(CSc2nc3ccc(NC(=O)c4ccccc4C(=O)O)cc3s2)cc1	-4	103	2	97	7	95	91	104
COc1cc(S(=O)(=O)N2CCCCC2)ccc1NC(=O)/C=C/c1ccccc1	-1	105	3	100	-2	102	107	102
CCOC(=O)Cn1c(=O)c2c(nc3n2CCCCN3c2ccc(C)cc2)n(C)c1=O	6	99	0	96	10	97	87	93
Cc1nc(CS(=O)(=O)c2ccc(Cl)cc2)cc(N2CCOCC2)n1	16	108	0	102	13	102	106	110
COc1ccc(NC(=O)CSc2nnc(C)s2)cc1S(=O)(=O)N1CCOCC1	.	105	2	99	-14	102	103	101
CCCc1nnc(NC(=O)c2ccncc2)s1	1	99	0	99	10	97	101	102
CNC(=O)COc1ccc(S(=O)(=O)Nc2ccc(OC)cc2)cc1	4	98	1	100	0	107	107	104
N#Cc1c(NC(=O)COC(=O)c2nccnc2N)sc2c1CCCC2	-5	109	1	95	-1	103	96	92
COc1cc(C(=O)c2cocc2C(=O)c2ccc3c(c2)OCO3)cc(OC)c1OC	-5	94	0	99	-50	102	108	106
CC1=NN(C(=O)c2ccccc2Cl)C(O)(c2ccccc2)C1 (stereo not drawn)	-1	95	1	106	-4	105	105	103
COc1cccc(OC)c1C(=O)Nc1ccc(NC(=O)c2ccco2)cc1	-1	100	0	97	-1	98	105	91

3 compounds from above, sorted by formula weight, lowest first.
SMILES	JMJD2C inh	LAP4-GFP MLPCN	GRK2 aptamer HTS	RPL19A TOR yeast	VLA-4 inh	AGP1-GFP MLPCN	CIT2 TOR yeast	MEP2 TOR yeast
CCCc1nnc(NC(=O)c2ccncc2)s1	1	99	0	99	10	97	101	102
COc1cc(C(=O)c2cocc2C(=O)c2ccc3c(c2)OCO3)cc(OC)c1OC	-5	94	0	99	-50	102	108	106
CCOC(=O)Cn1c(=O)c2c(nc3n2CCCCN3c2ccc(C)cc2)n(C)c1=O	6	99	0	96	10	97	87	93

Further entries
SMILES	JMJD2C inh	LAP4-GFP MLPCN	GRK2 aptamer HTS	RPL19A TOR yeast	VLA-4 inh	AGP1-GFP MLPCN	CIT2 TOR yeast	MEP2 TOR yeast
COc1ccc(OC(=O)c2cnn(-c3ccccc3)c2C)cc1	-3	105	44*	97	11	96	101	105
NC(=O)CSc1nc(-c2ccccc2)nc2ccccc12	2	94	1	104	8	91	101	103
CCN(C(=O)c1ccc2c(=O)n3c(nc2c1)CCCCC3)c1ccccc1C	8	112	3	96	-2	103	106	102
CN1CCC(N(C)S(=O)(=O)c2ccc(NC(=O)COc3ccc(F)cc3Cl)cc2)CC1	-3	107	0	123	-6	99	109	100
C#CCOc1ccc(/C=N/O)cc1Cl	-1	102	1	105	22	97	95	110
CN(c1ccc(O)cc1)c1nc(O)c(C2=c3ccccc3=NC2=O)s1	-4	101	19	100	1	103	102	103
CCC1=NN2C(=N)/C(=C\c3ccc(OCCOc4ccccc4OC)cc3)C(=O)N=C2S1	3	90	1	108	-1	101	106	99
CNC(C)C(=O)NC(C(=O)N1CCCC1C(=O)NNc1ccccc1)C(C)C (stereo not drawn)	9	100	67*	101	-26	102	118	91
Cc1ccc(-n2nc(-c3cccnc3)cc2C(=O)N2CCOCC2)c(C)c1	0	96	2	97	0	99	96	99
O=S(=O)(Cc1ccccc1)NCC1CCCO1 (stereo not drawn)	-16	99	1	94	1	95	89	102
N#Cc1nc(Cc2cccc3ccccc23)oc1NCc1ccc2c(c1)OCO2	10	106	0	101	8	98	98	105
O=C(COc1ccc2c3c(c(=O)oc2c1)CCC3)N1CCCC1	1	88[may fluoresce violet]	2	59[may fluoresce violet]	0	?	?	238*[may fluoresce violet]
CC(=O)c1cccc(NC(=O)Cc2ccc3c(c2)CCCC3)c1	6	107	5	102	-8	107	103	109
N#Cc1ccc2c(c1)NC(=O)C1CCCN21 (stereo not drawn)	-6	106	3	98	1	102	92	102
COc1ccc(Cl)cc1NC(=O)C(C)Sc1n[nH]c(N)n1 (stereo not drawn)	-7	96	0	100	11	104	99	100
CCOC(=O)c1ccc2c(c1)n(CC)c(/C=C/N(C)c1ccccc1)[n+]2CC	-7	100	2	99	13	109	107	103
Cc1nc2ccc(S(=O)(=O)NCC(=O)N3CCOCC3)cc2s1	-2	101	2	97	14	100	100	98
CCCc1nc2ccccc2c2nc(N)nn12	1	100	0	100	-3	103	104	104
COc1ccc(C(C)=O)cc1COC(=O)CCCN1C(=O)c2ccccc2C1=O	3	90	0	93	44	94	97	90
CN(Cc1ccccc1)C(=O)C(=O)c1cn(CC(=O)N2CCCC2)c2ccccc12	12	108	2	106	-12	116	154*	122
Cc1ccnc(NC(=O)C2CCN(S(=O)(=O)c3c(C)c(C)cc(C)c3C)CC2)c1	19	107	5	104	-10	107	102	105
Cc1nonc1OCCn1nnnc1N	69	93	5	97	10	96	89	98
CC1CCCC(NC(=O)COC(=O)CCc2ccccc2)C1C (stereo not drawn)	46	92	1	96	-4	99	90	94
CCN(CC)S(=O)(=O)c1ccc(NS(=O)(=O)c2ccc(F)cc2)cc1	9	114	0	103	-7	105	102	110
O=C(CCCCCn1c(=S)[nH]c2cc3c(cc2c1=O)OCO3)N1CCN(c2ccccc2)CC1	5	100	1	99	-14	100	108	112
COC(=O)c1ccc(C23CC4(C2)[C@H](CN(Cc2cccnc2)[C@@H]4c2ccccc2)C3c2ccccc2)cc1 (stereo partly drawn)	0	97	0	100	-1	104	99	100
CN(C1CCCCC1)S(=O)(=O)c1ccc2[nH]c(=O)oc2c1	8	103	5	101	0	100	93	91
COCCN(C(=O)CCC(=O)Nc1cc(C)on1)C(C(=O)NC1CCCC1)c1ccccc1F (stereo not drawn)	-20	91	0	99	-6	100	103	96
CC1CCc2nc(NC(=O)CN3CCN(c4ccccc4)CC3)sc2C1 (stereo not drawn)	0	98	3	91	9	90	93	89
CCCc1ccc(OCC(=O)NNC(=S)NC(=O)c2ccco2)cc1	2	182*	0	83	2	67	79	103
Cc1ccc(C2C(C#N)=C(N)Oc3nc(-c4ccccc4)[nH]c32)o1 (stereo not drawn)	-18	105	1	101	7	105	96	105
Cn1c(=O)c2c(nc(Oc3ccc(-c4ccccc4)cc3)n2C)n(C)c1=O	25	82	2	112	0	83	78	95
COc1ccc(C)cc1Nc1ccc(C(=O)O)cc1[N+](=O)[O-]	-1	121	3	100	10	97	88	104
O=C(N/N=C\c1cn[nH]c1-c1ccc(Cl)cc1)c1cccs1	11	94	5	95	4	109	96	96
